# HRas wt GTP bind: modulators of GTP binding to HRas wildtype, primary screen, biochemical, bead-based flow cytometry, multiplex; GST-Ras wt beads, Bodipy-FL-GTP binding; actives lie on both sides; 190,000 compounds, 0.14% hits; GTP binding activity, % at 10 µM;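 active = GTP binding activity at least 20% away from the 100% baseline, either lowered as inhibitor or raised as activator; inconclusive = flagged as likely green fluorescent, judged across all proteins in the well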;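 also: 0% = unlabeled GTP competition control and 100% = no-compound control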
# Target sequence (P01112 whole entry, looked up): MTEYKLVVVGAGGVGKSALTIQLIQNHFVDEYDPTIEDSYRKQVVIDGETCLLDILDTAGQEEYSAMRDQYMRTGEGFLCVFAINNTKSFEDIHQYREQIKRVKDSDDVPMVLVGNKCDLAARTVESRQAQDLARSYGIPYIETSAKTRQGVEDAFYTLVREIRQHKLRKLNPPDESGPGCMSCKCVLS
# Bcl-W Bim block: inhibitors of Bim binding to Bcl-W, primary screen, biochemical, multiplexed, bead-based flow cytometry | inhibition, % at 10 µM | 190,000 compounds, 0.02% hits | Bim peptide-Bcl-W binding;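 also: 0% = bound tracer without compound and 100% = peptide blocker; higher means less fluorescent Bim peptide bound to Bcl-W beads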
# Target sequence (Q92843 whole entry, looked up): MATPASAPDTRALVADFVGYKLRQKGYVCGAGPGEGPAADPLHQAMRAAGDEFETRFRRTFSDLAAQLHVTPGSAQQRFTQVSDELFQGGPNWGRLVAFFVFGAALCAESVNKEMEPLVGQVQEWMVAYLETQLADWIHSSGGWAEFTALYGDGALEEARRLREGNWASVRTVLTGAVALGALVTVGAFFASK
# Rac1 wt modul: wildtype Rac1 GTP binding modulators, primary screen, biochemical, GST-Rac1 beads, flow cytometry, multiplex. Ras-related C3 botulinum toxin substrate 1 (Homo sapiens), P63000. 190,000 compounds, 0.27% hits. GTP binding activity (% of control), % at 10 µM. fluorescent GTP binding; actives lie on both sides; 0 = cold GTP competed, 100 = untreated;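 active = GTP binding activity at least 20 points away from the 100% control level, either lower or higher; inconclusive = compound flagged as likely green fluorescent, judged across all proteins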
# Bfl-1 Bim block: inhibitors of Bim binding to Bfl-1, primary screen, biochemical, multiplexed, bead-based flow cytometry. AID 1008, 2008. Bim-Bfl-1 binding inhibition. 190,000 compounds, 0.12% hits. inhibition, % at 10 µM;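 also: 0% = wells without compound plus tracer and 100% = blocker peptide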
# Rac1 act GTP bind: GTP binding modulators of activated mutant Rac1, primary screen, biochemical, bead-based flow cytometry, multiplex, fluorescent GTP; Ras-related C3 botulinum toxin substrate 1 (Homo sapiens), P63000; GST-Rac1 activated beads; actives lie on both sides; 100% means binding = to untreated wells; percent activity (GTP binding), % at 10 µM; 190,000 compounds, 0.11% hits; AID 764, 2007;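 active = GTP binding at least 20 percentage points away from the 100% baseline, in either direction, so actives lie on both sides; inconclusive = Compound likely fluorescent itself, or too few beads counted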
# Bcl-XL Bim block: inhibitors of Bim-Bcl-XL binding, primary screen, biochemical, multiplexed, bead flow cytometry, human Bcl-XL | Bcl-2-like protein 1 (Homo sapiens), Q07817 | Bim peptide-Bcl-XL binding, fluorescence | inhibition, % at 10 µM | 190,000 compounds, 0.04% hits | AID 1007, 2008
# Target sequence (Q07817 whole entry, looked up): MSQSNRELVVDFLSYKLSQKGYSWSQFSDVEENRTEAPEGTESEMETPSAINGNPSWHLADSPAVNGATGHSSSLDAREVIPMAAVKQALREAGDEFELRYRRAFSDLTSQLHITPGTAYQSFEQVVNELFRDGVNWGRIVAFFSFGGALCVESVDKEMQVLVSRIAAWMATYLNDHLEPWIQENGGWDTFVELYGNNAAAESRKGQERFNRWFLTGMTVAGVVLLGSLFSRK
# Rab7 wt modul: modulators of GTP binding to Rab7, primary screen, biochemical, wildtype, multiplex bead flow cytometry; AID 758, 2007; GTP binding activity (percent of control), % at 10 µM; GST-Rab7 beads, fluorescent GTP binding; actives lie on both sides; untreated = 100%, excess cold GTP = 0%; 190,000 compounds, 0.055% hits;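 active = fluorescent GTP binding to Rab7 beads changed by at least 20 points from the 100% baseline, either direction, mostly lower; inconclusive = compound itself probably fluorescent, or too few beads counted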;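 also: median green fluorescence of bound Bodipy-FL-GTP per Rab7 bead population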
# Cdc42 wt GTP: modulators of GTP binding to wildtype Cdc42, primary screen, biochemical, multiplex bead flow cytometry, Bodipy-GTP | Cell division control protein 42 homolog (Homo sapiens), P60953 | GST-Cdc42 beads; actives lie on both sides | percent activity (GTP binding), % at 10 µM | 190,000 compounds, 0.2% hits | AID 761, 2007;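 active = percent activity GTP binding at least 20 points away from the 100% baseline, either down as inhibitor or up as activator; inconclusive = compound flagged as likely green fluorescent from well-wide comparison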;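 also: median bead fluorescence of bound Bodipy-FL-GTP at 100 nM; 0% = excess unlabeled GTP control and 100% = no compound control; below 100% means less GTP binding so inhibitor and above means activator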
# Target sequence (P60953 whole entry, looked up): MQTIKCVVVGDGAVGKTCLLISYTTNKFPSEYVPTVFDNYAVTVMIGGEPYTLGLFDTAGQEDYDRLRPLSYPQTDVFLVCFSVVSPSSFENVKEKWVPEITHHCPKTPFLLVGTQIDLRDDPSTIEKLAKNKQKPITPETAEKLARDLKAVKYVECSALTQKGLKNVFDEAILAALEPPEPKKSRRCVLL
# Rab2 wt GTP: modulators of GTP binding to Rab2A wildtype, primary screen, biochemical, dog, bead-based flow cytometry, multiplex. Ras-related protein Rab-2A (Canis lupus familiaris), P61105. GST-Rab2 wt beads, Bodipy-GTP binding. GTP binding activity, % at 10 µM. 190,000 compounds, 0.19% hits. AID 760, 2007;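 active = GTP binding activity at least 20 points away from 100%, either lowered or raised; inconclusive = signal likely due to the compound's own green fluorescence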;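 also: 0% = beads with excess unlabeled GTP and 100% = no-compound control corrected for plate trend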
# Bim-Bcl-2: inhibitors of Bim-Bcl-2 binding, primary screen, biochemical, multiplexed, human Bcl-2 family. Apoptosis regulator Bcl-2 (Homo sapiens), P10415. Bead-based flow cytometry, Bim peptide-Bcl-2 binding. inhibition, % at 10 µM. 190,000 compounds, 0.06% hits. AID 950, 2007; in the data active = inhibition above about 40%; inconclusive = no clear call, values can overlap the other calls;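 also: 0% = no compound wells with probe peptide and 100% = reference peptide inhibitor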
# Bim-Bcl-B: inhibitors of Bim-Bcl-B binding, primary screen, biochemical, multiplexed, human Bcl-2 family | inhibition, % at 10 µM | 190,000 compounds, 0.073% hits | AID 951, 2007 | bead-based flow cytometry, Bim peptide-Bcl-B binding | Bcl-2-like protein 10 (Homo sapiens), Q9HD36;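 also: 0% = tracer peptide without compound and 100% = reference inhibitor peptide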
# Target sequence (Q9HD36 whole entry, looked up): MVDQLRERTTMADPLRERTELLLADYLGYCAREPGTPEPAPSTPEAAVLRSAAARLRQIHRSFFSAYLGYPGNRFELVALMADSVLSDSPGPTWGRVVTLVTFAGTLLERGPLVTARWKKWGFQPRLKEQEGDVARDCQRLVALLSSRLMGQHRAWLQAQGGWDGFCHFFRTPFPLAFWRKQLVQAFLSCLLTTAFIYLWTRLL
# The depositor's hits bear a star; ? = inconclusive; [ ] = dose if it differs, or a comment. Rule as the data show it, unless noted: active = inhibition above about 40%.
SMILES,HRas wt GTP bind,Bcl-W Bim block,Rac1 wt modul,Bfl-1 Bim block,Rac1 act GTP bind,Bcl-XL Bim block,Rab7 wt modul,Cdc42 wt GTP,Rab2 wt GTP,Bim-Bcl-2,Bim-Bcl-B
Cc1ccsc1/C=N/NC(=O)c1ccc([N+](=O)[O-])cc1,100,-1,99,-4,96,-3,108,102,103,-2,-3
CCN1CCN(C(=S)Nc2cccc([N+](=O)[O-])c2)CC1,101,-6,104,-3,100,-9,100,102,100,-8,-11
Cn1c(N)c(C(=O)c2ccccc2)c(=O)n(C)c1=O,99,-1,104,0,100,-3,97,101,98,-3,0
CCCCC(=O)Nc1ccc(NC(=S)NC(=O)CCCCl)cc1OC,101,-3,103,-1,101,-10,103,101,100,-2,-7
COc1ccccc1-n1c(SCC(=O)N2CCCCC2)nc2cccnc21,99,-2,101,-15,99,-5,98,100,103,-12,-7
COc1cccc(C2CC(C(F)(F)F)n3ncc(C(=O)NCC4CCCO4)c3N2)c1 (stereo not given),99,5,99,-5,97,-3,95,100,97,0,-3
Cc1c(N=C2NC(=O)C(CC(=O)Nc3ccc(Cl)cc3)S2)c(=O)n(-c2ccccc2)n1C (stereo not given),104,4,104,-8,101,0,104,103,104,-5,-6
O=C1c2ccccc2NC(c2cn[nH]c2-c2ccc(Cl)cc2)N1O (stereo not given),100,-5,102,-3,100,-11,101,102,98,-7,-6
COCCNC(=O)CSc1cc(=O)n(C)c2cc(Cl)ccc12,96,-2,91,-3,97,-6,95,93,98,-1,-5
O=C(COc1ccc2ccccc2c1)NN1C(=O)c2ccccc2C1=O,98,-4,100,-5,97,-7,95,99,96,-8,-4
COc1ccc(C(=O)c2c(O)cc(-c3ccc(OC)cc3)oc2=O)cc1,118,-13,137*[activator],-3,116,-22,125*[activator],117,118,-1,-44
Cn1/c(=N/NC(=O)c2ccccc2F)sc2ccccc21,100,0,101,-8,98,0,102,99,101,-2,-7
O=C(O)C(c1ccccc1)C(c1ccccc1)c1ccccc1 (stereo not given),95,-1,93,-4,92,-7,100,92,95,-6,-3
Cc1ccc(N2CC(C(=O)OCc3ccc([N+](=O)[O-])cc3)CC2=O)cc1 (stereo not given),100,-2,104,-12,97,-10,102,102,100,-4,-4
Clc1cccc(Oc2ncccn2)c1,98,0,102,-10,99,-2,98,101,95,-4,-2
Cc1ccc(OCc2ccc(C(=O)Nc3nccs3)o2)cc1,101,-2,104,-12,102,-8,102,107,100,-10,-8
O=C(c1cc([N+](=O)[O-])ccc1Cl)N1CCN(Cc2ccc3c(c2)OCO3)CC1,96,-1,92,-1,94,0,103,96,97,0,-2
Cn1nnnc1SCC(=O)NC1CCCCC1,96,0,95,-10,96,-8,92,97,95,-9,-5
CN(C)CCCSc1nc(-c2ccccc2)nc2c1CCC2,101,-5,104,-8,102,-11,101,103,102,-3,-10
COc1ccc(Cl)cc1N/C(N)=N/c1nc(C)cc(=O)[nH]1,99,-1,98,-6,99,0,105,97,99,0,-2
COc1cccc(C2C(C(=O)Nc3ccc(C)cc3C)=C(C)Nc3ncnn32)c1OC (stereo not given),98,1,97,-2,97,0,99,98,98,2,-1
CCSC1=C(C#N)C2(CCCCC2)C2=C(CC(C)(C)CC2=O)N1,99,-2,99,-6,95,-3,103,99,99,-4,-3
COc1ccc(C2(C)NC(=O)N(CC(=O)Nc3ccc(S(=O)(=O)N4CCCC4)cc3)C2=O)cc1 (stereo not given),98,-2,101,-6,99,0,103,100,100,-3,-1
CCc1nnc(NC(=O)CSc2ccc(-c3ccco3)nn2)s1,96,0,98,0,95,-1,107,95,97,-2,0
CC(C)C(OC(=O)c1cccs1)C(=O)NCc1cccs1 (stereo not given),100,-5,104,-19,99,-9,98,101,97,-10,-11
NNC(=O)c1cc2c(s1)CCCCCC2,98,-2,104,0,96,-1,99,101,102,-2,-1
COc1ccc(S(=O)(=O)N2CC3CCCN3c3cc(C(F)(F)F)ccc32)cc1 (stereo not given),100,0,100,-2,98,-1,95,100,97,-7,-2
CC(O)C(NS(=O)(=O)c1ccc(Cl)cc1)C(=O)OCc1nnc(-c2ccccc2)o1 (stereo not given),102,-1,101,-1,100,0,104,102,104,-2,0
CC(C)Cc1ccc(S(=O)(=O)N2CCCC2)cc1,103,-3,109,-3,101,-4,102,105,102,-5,-4
CCOC(=O)c1cnc(/N=C/N(C)C)s1,95,0,95,-3,94,-1,93,93,96,0,-10
COc1ccc(C(C(=O)NC(C)(C)C)N(CC2CCCO2)C(=O)CCC(=O)Nc2cc(C)on2)cc1 (stereo not given),100,0,103,-1,101,-2,92,100,101,0,1
COc1ccccc1NS(=O)(=O)c1cc(NC(=S)NCCN2CCOCC2)ccc1N1CCOCC1,98,-6,102,23,100,-13,99,100,96,-2,-57
CC(=O)N(C)c1ccc(NC(=S)NCC(C)C)cc1,91,-3,89,3,91,0,93,92,91,0,-3
COC(=O)c1ccccc1NC(=O)c1ccc(Cn2cc(Cl)cn2)o1,102,3,104,-12,101,-2,99,103,100,-6,-5
CCOC(=O)N1CCC2(CC1)CC(=O)c1cc(O)ccc1O2,98,0,97,-5,96,0,94,97,96,-1,-2
Cc1cc(C)cc(NC(=S)/N=C(\N)Nc2nc(C)c3ccccc3n2)c1,98,-4,103,-3,99,-5,95,99,98,-4,-1
CC1CCN(C(=O)c2ccc(S(=O)(=O)Cc3cc(F)ccc3F)c([N+](=O)[O-])c2)CC1,98,-3,101,9,95,-5,95,94,98,1,-3
COc1cc(OC)c(C(=O)NCc2cccnc2)cc1OC,97,-1,100,-5,94,-2,96,96,96,-3,-4
Cn1c(=O)oc2cc(S(=O)(=O)N3CCCC(C(=O)Nc4nccs4)C3)ccc21 (stereo not given),102,0,104,-7,101,-1,103,103,103,-4,-4
Cc1nn(Cc2ccc([N+](=O)[O-])cc2)c(=O)n1-c1ccccc1Cl,97,-2,98,-3,94,-3,101,96,95,-2,-3
CSc1nncn1/N=C/c1ccccc1F,101,-1,102,-8,97,7,100,103,101,-3,-7
N#Cc1c(=O)c2nc(NCCCO)ncc2n2c(=O)c3ccccc3[nH]c12,91,-1,103,-4,93,-6,96,84,86,0,-6
O=C(Nc1ccccc1-c1ccccc1)c1ccc(Br)o1,101,0,105,2,99,-2,99,98,100,1,0
C[C@@H]1NC(=O)c2cc([N+](=O)[O-])cc(I)c2OCC[C@@H](C(N)=O)NC(=O)[C@H](CCCCN)NC1=O,99,-1,107,0,96,-2,95,100,100,-1,-1
Nn1c(Cc2cccc3ccccc23)nnc1SCCOc1ccc(Br)cc1,96,-2,97,-3,96,-4,95,93,95,-5,-9
O=C(Nc1ccc(F)cc1)c1cccnc1NCCc1ccccc1,100,-1,104,-19,101,-2,103,101,100,-10,-4
O=C(OCC(=O)N1CCN(C(=O)c2ccco2)CC1)c1ccccc1O,103,3,105,-14,102,0,105,103,104,-5,-4
Cc1ccc2nc(NC(=O)c3cccc(-c4cc5ccccc5oc4=O)c3)sc2c1,104,0,101,0,97,-2,105,101,104,-7,-7
CCCN1C(=O)C(NC(=O)c2ccncc2)(C(F)(F)F)C2=C1CC(C)(C)CC2=O (stereo not given),99,-3,98,-12,99,-6,99,99,98,-8,-10
CCS(=O)(=O)N1Cc2ccccc2CC1C(=O)Nc1ccc(NC(C)=O)cc1 (stereo not given),102,0,103,-17,100,-6,102,103,100,-5,-13
# Other records follow:
SMILES,HRas wt GTP bind,Bcl-W Bim block,Rac1 wt modul,Bfl-1 Bim block,Rac1 act GTP bind,Bcl-XL Bim block,Rab7 wt modul,Cdc42 wt GTP,Rab2 wt GTP,Bim-Bcl-2,Bim-Bcl-B
O=C(Cn1c(=O)c(=O)n(Cc2ccccc2)c2ccc(Cl)cc21)NCC1CCCO1 (stereo not given),94,-1,95,0,93,-2,97,94,94,1,1
CCc1ccc(NC(=O)CSc2nnc(-c3cnccn3)n2Cc2ccco2)cc1,100,1,102,-9,97,0,96,99,98,-4,-7
Cc1nn(C(C)(C)C)c(OC(=O)c2ccco2)c1Sc1ccccc1,97,1,96,-1,94,0,91,98,94,-1,-2
COc1cc(NC(=O)c2cccs2)ccc1NC(=O)c1ccco1,98,0,95,-14,95,0,98,99,96,-10,-8
C=CCn1c(=O)n2ncnc2c2c3c(sc21)CCCC3,?,0,?,0,?,0,?,?,?,-3,0
COc1ccc2oc(C(=O)OCC(=O)/C(C#N)=C(\C)N)c(C)c2c1,95,2,97,0,96,0,94,95,94,0,0
O=C(CN(c1ccc2c(c1)OCCO2)S(=O)(=O)c1ccccc1)NCc1ccc(Cl)cc1,97,0,103,-2,99,-3,97,103,99,0,-4
CN(C)C(=O)NCc1ccc(S(N)(=O)=O)cc1,94,-3,92,-8,94,0,93,97,92,-6,-5
O=C(Nc1cccc(-c2cnc3ccccc3n2)c1)c1cccc(NC(=O)c2ccco2)c1,98,0,100,-14,98,-2,99,98,96,-12,-8
Cc1ccc(/C=C/C(=O)NCc2ccc3c(c2)OCO3)o1,99,2,101,11,95,0,102,101,99,6,-18
Cn1cnc2c1c(=O)n(Cc1ccc(F)cc1Cl)c(=O)n2C,102,-2,105,-10,98,-7,101,100,102,-6,-9
CCSc1nnc(NC(=O)c2ccc3ccccc3n2)s1,98,-8,102,6,97,-3,102,99,98,6,2
CC(C)NC(=O)CCc1nnc(Cc2cccc(C(F)(F)F)c2)o1,98,-2,106,2,100,6,97,101,99,8,15
CCOC(=O)C1(Cc2cccc(OC)c2)CCCN(C(=O)CCc2cccnc2)C1 (stereo not given),100,0,101,-7,96,-5,100,97,97,-4,-4
COc1ccc(NC(=O)c2cc(-c3ccccc3OC)on2)cc1,104,2,110,-7,101,-3,104,105,100,-9,-8
O=C(NNc1nc2c(F)cc(F)cc2s1)C1COc2ccccc2O1 (stereo not given),99,1,99,-7,92,0,107,98,100,-2,-3
c1cn(CCCNc2ncnc3nc[nH]c23)cn1,96,-2,99,-4,99,-3,99,99,98,-4,-6
CSc1ccccc1NC(=O)c1ccncc1,100,1,101,1,96,2,97,100,97,0,0

# Not a hit list; about 0.62% have a hit in one of these screens.
